Bioassay records as filed in PubChem BioAssay.
Sm TGR inh – qHTS Assay for the Inhibitors of Schistosoma Mansoni Peroxiredoxins. purified TGR, DTNB reduction, TNB absorbance 405 nm. AID 485364, 2010. 360,000 tested, 3% active. Potency, µM (top dose mostly 114 µM), without a hit: at the highest dose activity change, negative = inhibition, actives largely listed as inhibitors; also: nearly all actives have a fitted effect of over 60% in size
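Kinetic colorimetric format: TGR-catalysed, NADPH-driven DTNB reduction monitored via TNB absorbance. Enzyme dispensed at 20 nM; compound exposure 15 min at room temperature before reaction start.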
HCV inh – qHTS Assay for Inhibitors of Hepatitis C Virus (HCV). AID 651820, 2012. 340,000 tested, 3.4% active. Potency, µM (top dose mostly 41.8 µM), for the others: at the highest dose activity change, negative = inhibition, actives largely listed as inhibitors. Huh7.5.1 HCVcc-Cre infection, luciferase reporter, 44 h
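Luciferase read-out (15 sec integration) after a 15 min room-temperature substrate step quantifies HCVcc-Cre infection. Cells, 1,000 per well, had compound added 4 h post-plating, then virus at ~0.5 moi, and were cultured 44 h.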
LmPK inhibitor – qHTS Assay for Inhibitors of Leishmania Mexicana Pyruvate Kinase (LmPK); Q27686; purified LmPK, Kinase-Glo ATP luminescence, 1 h; Potency, µM (series often up to 57.5 µM), inactives show top-dose activity change, negative = inhibition, actives largely listed as inhibitors; 290,000 tested, 0.37% active; AID 1721, 2009
Target sequence (Q27686 whole entry, looked up): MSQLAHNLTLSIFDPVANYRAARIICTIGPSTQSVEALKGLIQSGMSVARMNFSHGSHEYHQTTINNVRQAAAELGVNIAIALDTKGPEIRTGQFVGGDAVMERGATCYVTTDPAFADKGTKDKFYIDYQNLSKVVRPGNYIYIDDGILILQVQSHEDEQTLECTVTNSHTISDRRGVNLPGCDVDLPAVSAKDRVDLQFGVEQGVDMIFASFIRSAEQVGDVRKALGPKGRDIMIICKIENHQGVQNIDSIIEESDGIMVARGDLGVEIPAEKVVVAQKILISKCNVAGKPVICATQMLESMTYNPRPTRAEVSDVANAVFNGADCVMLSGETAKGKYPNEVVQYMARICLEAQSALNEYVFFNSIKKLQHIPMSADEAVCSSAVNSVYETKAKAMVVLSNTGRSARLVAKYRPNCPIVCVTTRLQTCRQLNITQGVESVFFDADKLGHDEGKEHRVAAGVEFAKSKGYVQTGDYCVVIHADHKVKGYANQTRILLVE
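Screened at intermediate enzyme activity to detect both inhibitors and activators: LmPK at 0.1 nM, with a 0.5 nM enzyme column as activation reference. PEP 0.5 mM, ADP 0.1 mM; ATP detected by luminescence after 1 h.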
Pf growth 48h – Primary qHTS for delayed death inhibitors of the malarial parasite plastid, 48 hour incubation; Potency, µM (highest dose often 28.7 µM), for inactives: at the top dose activity change, negative = inhibition, most hits filed as inhibitors; 310,000 tested, 5.9% active; AID 504832, 2011; P. falciparum luciferase growth in erythrocytes, 48 h
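Parasite viability was followed by luminescence of a genomically integrated firefly luciferase. Cultures held 0.1% parasitemia at 2% hematocrit (final), incubated under 5% CO2 at 37 C.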
Pf growth 96h – Primary qHTS for delayed death inhibitors of the malarial parasite plastid, 96 hour incubation; 320,000 tested, 6.9% active; Potency, µM (highest dose often 28.7 µM), for the others: at the top dose activity change, negative = inhibition, usual class: inhibitors; AID 504834, 2011; P. falciparum luciferase reporter growth, 96 h
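Readout is luminescence from an integrated firefly luciferase in P. falciparum. Red cells, 2% hematocrit and 0.05% parasitemia final, were cultured with compound through two parasite generations (96 hours) at 37 C, 5% CO2.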
Tb PYK inh – qHTS of Trypanosoma Brucei Inhibitors. AID 624173, 2012. TbPYK enzyme, Kinase-Glo Plus ATP luminescence, 45 min. 410,000 tested, 0.12% active. pyruvate kinase (Trypanosoma brucei), Q57TT1. Potency, µM (doses to about 76.8 µM), for inactives: at the top dose activity, negative = inhibition, most hits filed as inhibitors; also: nearly all actives have a fitted effect of over 50% in size
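Luminescent Kinase-Glo Plus end-point after 45 min room-temperature reaction of T. brucei pyruvate kinase started with 130 uM ADP (final). Buffer TEA 50 mM pH 7.2 with KCl, MgCl2, BSA, Tween-20; titration-based qHTS with fitted concentration-effect curves.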
* hit, by the source's call; i = inactive; u = inconclusive; x = not tested or not shown; & = joins results of further samples; [ ] = another dose, or the depositor's remark. Calls follow the shape of the dose curve; as a rule, active = well fitted curve in the direction sought with a large enough effect; inconclusive = small, poorly fitted or top-dose-only effect, or another doubt; inactive = no such curve, though single readings can be large; an effect the other way counts as inactive or inconclusive. % is scaled to controls: 0 for no effect and ±100 for the full control effect; potency is read from the fitted curve at half-maximal effect.

SMILES,Sm TGR inh,HCV inh,LmPK inhibitor,Pf growth 48h,Pf growth 96h,Tb PYK inh
O=C(NCC(=O)N(c1cccnc1)C(C(=O)NC1CCCC1)c1cccs1)c1ccco1 (stereo not given),7%,14%,0%,u,u,-8%
O=C(NCc1cccnc1)Nc1ccc(Cl)cc1Cl,3%,7%,-9%,-14%,-76%,-5%
O=C(c1cccs1)N(Cc1cc2ccccc2[nH]c1=O)c1ccccc1,-12%,u,1%,-23%,-26%,2%
CC1=C(C(=O)Nc2ccccc2)C(c2ccc(C)o2)n2c(s/c(=C/c3ccccc3)c2=O)=N1 (stereo not given),-11%,-9%,7%,x,u,-2%
Cc1ccc(S(=O)(=O)NCCC(=O)Nc2nnc(C3CC3)s2)cc1C,-10%,1%,3%,u,u,-1%
COc1ccc(NC(=O)c2ccc(S(=O)(=O)N3CCCCC3)cc2)c(OC)c1,2%,-12%,-4%,-18%,-3%,4%
COc1ccc(/C=N/N=C2/SCC(=O)N2Cc2ccccc2)cc1,0%,-18%,4%,144%[activator],164%[activator],-6%
COc1cc(/C=N/O)ccc1OCc1ccccc1Cl,5%,18%,-6%,i,-13%,-1%

Further entries follow.
SMILES,Sm TGR inh,HCV inh,LmPK inhibitor,Pf growth 48h,Pf growth 96h,Tb PYK inh
CCn1c(C)cc(/C=C2\NC(=O)N(CC(=O)Nc3ccc(F)cc3)C2=O)c1C,x,u,-3%,11%,-26%,-6%
Cc1ccc(C(=O)NCC(=O)N2CCC(Cc3ccccc3)CC2)cc1,-17%,-21%,1%,30%[activator],u,-3%
S=C(Nc1ccccc1)N1CCN(C2CCCCC2)CC1,4%,3%,2%,11%,12%,2%
COc1ccc(C(=O)Nc2ccc(N3CCN(C(=O)C(C)C)CC3)cc2)cc1[N+](=O)[O-],13%,-7%,2%,78%[activator],36%[activator],-6%
CN(C)C(=O)Cn1c(SCC(=O)NCc2ccc3c(c2)OCO3)nc2ccccc21,1%,-1%,0%,2%,90%[activator],1%
CCOc1ccc(S(=O)(=O)NCc2cccnc2)cc1,12%,-26%,-3%,-3%,1%,-5%
Cc1cc(S(=O)(=O)N2CCCC(N(C)CCc3ccccn3)C2)c(C)s1 (stereo not given),u,x,-2%,u,0%,x
COc1cc(/C=N/NC(=O)c2ccncc2)ccc1OCCN1CCCCC1,0%,15%,1%,16%,27%,1%

Arranged by number of heavy atoms (rising): part of the list above.
SMILES,Sm TGR inh,HCV inh,LmPK inhibitor,Pf growth 48h,Pf growth 96h,Tb PYK inh
O=C(NCc1cccnc1)Nc1ccc(Cl)cc1Cl,3%,7%,-9%,-14%,-76%,-5%
CCOc1ccc(S(=O)(=O)NCc2cccnc2)cc1,12%,-26%,-3%,-3%,1%,-5%
S=C(Nc1ccccc1)N1CCN(C2CCCCC2)CC1,4%,3%,2%,11%,12%,2%
COc1ccc(/C=N/N=C2/SCC(=O)N2Cc2ccccc2)cc1,0%,-18%,4%,144%[activator],164%[activator],-6%
Cc1ccc(S(=O)(=O)NCCC(=O)Nc2nnc(C3CC3)s2)cc1C,-10%,1%,3%,u,u,-1%
O=C(c1cccs1)N(Cc1cc2ccccc2[nH]c1=O)c1ccccc1,-12%,u,1%,-23%,-26%,2%
COc1cc(/C=N/NC(=O)c2ccncc2)ccc1OCCN1CCCCC1,0%,15%,1%,16%,27%,1%
CN(C)C(=O)Cn1c(SCC(=O)NCc2ccc3c(c2)OCO3)nc2ccccc21,1%,-1%,0%,2%,90%[activator],1%
COc1ccc(C(=O)Nc2ccc(N3CCN(C(=O)C(C)C)CC3)cc2)cc1[N+](=O)[O-],13%,-7%,2%,78%[activator],36%[activator],-6%
O=C(NCC(=O)N(c1cccnc1)C(C(=O)NC1CCCC1)c1cccs1)c1ccco1 (stereo not given),7%,14%,0%,u,u,-8%
CC1=C(C(=O)Nc2ccccc2)C(c2ccc(C)o2)n2c(s/c(=C/c3ccccc3)c2=O)=N1 (stereo not given),-11%,-9%,7%,x,u,-2%

Following part
SMILES,Sm TGR inh,HCV inh,LmPK inhibitor,Pf growth 48h,Pf growth 96h,Tb PYK inh
COC(=O)c1cnc(Oc2ccc(NC(=O)NC(=O)c3c(F)cccc3Cl)cc2)cc1C(F)(F)F,7%,u,4%,49%[activator],u,1%
Cc1cc(S(=O)(=O)Nc2ccc3ccccc3c2)c(C)s1,9%,u,7%,-7%,x,2%
O=C(Cn1nc(-c2ccc(N3CCOCC3)c([N+](=O)[O-])c2)c2ccccc2c1=O)N1CCCCC1,-15%,6%,3%,u,x,1%
CCC(C)(C(=O)NC1CCCC1)N(Cc1cccs1)C(C)=O (stereo not given),-2%,-17%,6%,-10%,-18%,1%
CCOc1ccccc1C(=O)NC1CC2CCCC(C1)N2Cc1nnnn1Cc1ccco1 (stereo not given),-23%,u,4%,12µM*,u,3%
CCCC(=O)Nc1ccccc1NC(=O)c1ccc(OC(C)=O)cc1,x,4%,2%,7%,33%[activator],-3%
CCN(CC(=O)NCc1ccc(F)cc1)C(=O)Cc1ccc(OC)cc1,-5%,0%,-5%,u,-28%,0%
Cc1cc(C)c(C#N)c(N2CCSCC2)n1,30%,u,-1%,19%,-21%,1%

The list goes on:
SMILES,Sm TGR inh,HCV inh,LmPK inhibitor,Pf growth 48h,Pf growth 96h,Tb PYK inh
CC(C)C[C@@H]1NC(=O)N(CCCn2ccnc2)C1=O,8%,11%,0%,12%,11%,-3%
CCOc1ccc(CCNC(=O)CCc2nnc3ccc(N4CCOCC4)nn23)cc1,-1%,7%,-3%,-7%,14%,-4%
CC1C/C(=N/NC(=O)c2ccc(CSc3nc4ccccc4[nH]3)cc2)CC(C)(C)C1 (stereo not given),-12%,-16%,1%,9%,u,-15%
O=C(N/N=C/C(Br)=C/c1ccccc1)c1cnccn1,-2%,-8%,-8%,u,u,2%
Cc1c(Br)c([N+](=O)[O-])nn1CC(=O)NCc1cccs1,u,6%,3%,-25%,0%,0%
O=C(Cc1c(F)cccc1Cl)NCCN1CCOCC1,7%,8%,-1%,34%[activator],59%[activator],-1%
O=C(COC(=O)c1cccc(-n2cnnn2)c1)Nc1c(Cl)cccc1C(F)(F)F,0%,13%,5%,u,60%[activator],-18%
CCNC(=O)c1ccc(NS(=O)(=O)c2ccc3[nH]c(=O)[nH]c3c2)cc1,-1%,0%,-10%,230%[activator],150%[activator],1%

The list continues:
SMILES,Sm TGR inh,HCV inh,LmPK inhibitor,Pf growth 48h,Pf growth 96h,Tb PYK inh
O=C(N/N=C/c1ccc(N2CCCCC2)o1)c1ccccc1[N+](=O)[O-],4µM*,1%,-9%,-7%,-15%,u
O=C(c1ccc(Cl)cc1)N1CCCCC(Sc2nnc(-c3ccc4c(c3)OCO4)o2)C1=O (stereo not given),-7%,-2%&4%,-3%,59%[activator],4%,6%
O=C(CCCC1=NS(=O)(=O)c2ccccc2N1)N1CCN(c2ccc(Cl)cc2)CC1,-8%,-13%[8.37 µM],4%,-19%,u,-1%
CCOCCOc1cccc(C(=O)NC(c2ccccc2)c2ccccc2)c1,9%,-14%,0%,u,2.1µM*,4%
COC(=O)c1ccccc1NC(=O)c1cnc2sccn2c1=O,-6%,19%,2%,27%,83%[activator],-2%
CCOC(=O)c1c(-c2cccs2)csc1NC(=O)C(C)(C)C,-11%,u,-8%,13µM*,x,11%
Cn1c(SCC(=O)NNC(=S)Nc2ccccc2)nnc1-c1ccncc1,1%,x,-2%,25%,-13%,x
CCOC(=O)c1ccc(NC(=S)Nc2ccc(C)cc2)cc1,x,u,1%,4%,-1%,0%

Next structures:
SMILES,Sm TGR inh,HCV inh,LmPK inhibitor,Pf growth 48h,Pf growth 96h,Tb PYK inh
O=C(CNC(=O)c1cccc(OC(F)F)c1)OCn1nnc2ccccc2c1=O,-15%,5%,21%,31%[activator],3%,-3%
CCN1CCN(S(=O)(=O)c2ccc(Cl)c(C(=O)Nc3ccc(C(=O)N(CC)CC)cc3)c2)CC1,0%,u,-7%,u,u,-5%
O=C(/C=N/O)NCCCN1CCOCC1,8%,-17%,8%,24%,u,5%
O=C(c1cc2nc(-c3ccco3)cc(C(F)(F)F)n2n1)N1CCN(Cc2ccccc2)CC1,50µM*,-4%,-1%,u,x,0%
COc1ccc(-c2onc(C)c2-c2cscn2)c(O)c1,5%,12%,5%,u,-29%,0%
O=C(NCC(c1cccs1)N1CCc2ccccc21)c1ccccc1 (stereo not given),0%,u,x,u,u,2%
COc1ccc(Nc2nc(-c3sc(NC(C)=O)nc3C)cs2)cc1,u,x,3%,x,10µM*,x
O=C(COc1ccc(Cl)cc1Cl)NNC(=S)Nc1ccc(F)cc1,0%,0%,2%,2%,-10%,-10%

The list continues.
SMILES,Sm TGR inh,HCV inh,LmPK inhibitor,Pf growth 48h,Pf growth 96h,Tb PYK inh
C=CCNC(=O)c1ccc(OC2CCN(S(=O)(=O)N(C)C)CC2)cc1,91%[activator],-1%,0%,-9%,0%,-3%
CCCN1C(=O)C2(SC(NC(C)=O)=NN2C(C)=O)c2cc(C)cc(C)c21 (stereo not given),6%,1%,-6%,-10%,6%,-2%
O=C(CS(=O)(=O)c1ccc(F)cc1)NCc1ccccc1,1%,-15%,x,11%,63%[activator],2%
O=C(NCc1ccc(F)cc1)C(=O)NCC1OCCN1C(=O)c1cccs1 (stereo not given),-8%,10%,-5%,13%,35%[activator],-3%
CC(C)COC(=O)C(N)C(C(=O)OCC(C)C)c1ccccc1 (stereo not given),-27%,-3%,4%,-21%,2%[5.75 µM],1%
CCOC(=O)c1cnc2ccc(C)cc2c1Nc1ccc(N2CCOCC2)cc1,-1%,u,0%,u,10µM*,-4%
Cn1c(O)c(C=NCCN2CCOCC2)c(=O)[nH]c1=S,-30%,17%,4%,-3%,-7%,4%
COc1ccc2oc(C(=O)N(C)CCOc3ccc(Cl)cc3)c(C)c2c1,0%,7%,1%,u,-13%,-1%

Reformatted with two lines to a compound: part of the list above.
Values run as follows: Sm TGR inh | HCV inh | LmPK inhibitor | Pf growth 48h | Pf growth 96h | Tb PYK inh
> Cn1c(O)c(C=NCCN2CCOCC2)c(=O)[nH]c1=S
→ -30% | 17% | 4% | -3% | -7% | 4%
> O=C(CS(=O)(=O)c1ccc(F)cc1)NCc1ccccc1
→ 1% | -15% | x | 11% | 63%[activator] | 2%

Continuation.
SMILES,Sm TGR inh,HCV inh,LmPK inhibitor,Pf growth 48h,Pf growth 96h,Tb PYK inh
Cc1sc2nc(CN3CCOCC3)[nH]c(=O)c2c1-c1ccccc1,-5%,5%,-2%,10%,8%,-1%
O=C(Nc1nnc(-c2ccc(Cl)cc2)o1)Nc1ccccc1Cl,-16%,1%,-2%,u,36%[activator],4%
O=C(CSc1cn[nH]n1)Nc1ccccc1C(F)(F)F,-5%,4%,-5%,13%,-2%,-7%
CN1C(C(=O)Nc2ccc(OC(F)(F)F)cc2)=CC(c2cccs2)=NS1(=O)=O,12%&-2%,u,11%,-9%,14%,1%&1%
O=C(COC(=O)c1ccc(O)cc1)NC1CCCC1,-6%,11%,3%,45%[activator],54%[activator],0%
CCOC(=O)C1CCCN(S(=O)(=O)c2cc(OCC(N)=O)c(C)cc2Cl)C1 (stereo not given),17%,2%,1%,-16%,-1%,0%
COc1ccc(NC(=O)CSc2nnc(-c3ccncc3)o2)c([N+](=O)[O-])c1,-21%,23%,6%,17%,u,1%
Cn1c(=O)c2c3c(sc2n2cnnc12)CCC3,13%,13%,1%,u,u,-3%
